KLK7 zymogen act = proKLK7 zymogen activators, primary screen, biochemical, fluorescence intensity; Kallikrein-7 (Homo sapiens), P49862; purified proKLK7, EDANS-DABCYL substrate fluorescence; 100% is mature enzyme control, 0% vehicle; activation, % at 7 µM; hit rate 0.9% among 370,000;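 active = activation above the mean of all tested compounds plus 3 SD, computed per campaign excluding outliers beyond control limits, cut at about 13% in these data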
Target sequence (P49862 whole entry, looked up): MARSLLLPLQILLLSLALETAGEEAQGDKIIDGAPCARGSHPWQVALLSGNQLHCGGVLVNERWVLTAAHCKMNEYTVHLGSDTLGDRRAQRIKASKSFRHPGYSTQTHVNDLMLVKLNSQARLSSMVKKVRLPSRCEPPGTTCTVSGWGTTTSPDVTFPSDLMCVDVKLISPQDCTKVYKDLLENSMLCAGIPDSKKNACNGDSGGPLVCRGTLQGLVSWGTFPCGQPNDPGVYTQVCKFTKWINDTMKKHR
TCR-CD3 inh = inhibitors of human TCR-CD3 interaction, primary screen, biochemical, fluorescence, TAMRA-labeled TCR probe | inhibition, % at 9.4 µM | AID 651800, 2012 | hit rate 0.37% among 360,000; in the data active = inhibition above about 19%;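 also: recombinant mutant TCR 2C K166C tagged with TAMRA read by polarization; 0% = receptor in buffer alone and 100% = receptor with positive control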
Tn6 DDE FP = inhibitors of Tn6 peptide binding to fibrin DD(E), primary screen, biochemical, fluorescence polarization, human fibrin, Tn6 probe | Fibrinogen beta chain (Homo sapiens), P02675 | Fibrin DD(E) TRITC-Tn6 fluorescence polarization displacement | inhibition, % at 8.3 µM | hit rate 0.21% among 370,000;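 active = inhibition above a per-campaign cutoff: mean of compounds within control limits plus 3 SD, cut at about 15% in these data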;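 also: 0% = median of all compound wells on the plate and 100% = blocking peptide control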
TDP2 inh = human TDP2 enzyme inhibitors, primary screen, biochemical, epi absorbance, recombinant enzyme. Tyrosyl-DNA phosphodiesterase 2 (Homo sapiens), O95551. T5PNP hydrolysis, p-nitrophenol absorbance 415 nm. inhibition, % at 12.8 µM. hit rate 0.34% among 370,000. AID 720702, 2013;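 active = inhibition above the mean of all tested compounds plus 3 SD, set per campaign, cut at about 25% in these data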;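 also: 0% = DMSO with enzyme and 100% = buffer with substrate but no TDP2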
Target sequence (O95551 whole entry, looked up): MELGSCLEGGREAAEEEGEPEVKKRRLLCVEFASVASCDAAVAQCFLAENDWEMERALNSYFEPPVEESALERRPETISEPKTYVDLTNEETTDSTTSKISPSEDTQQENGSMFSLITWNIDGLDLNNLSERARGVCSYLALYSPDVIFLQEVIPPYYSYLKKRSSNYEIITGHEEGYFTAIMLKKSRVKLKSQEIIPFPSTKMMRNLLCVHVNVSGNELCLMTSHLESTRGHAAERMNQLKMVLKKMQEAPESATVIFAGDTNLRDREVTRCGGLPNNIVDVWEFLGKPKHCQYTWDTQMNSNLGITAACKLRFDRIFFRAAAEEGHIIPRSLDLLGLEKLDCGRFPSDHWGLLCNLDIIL
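System: recombinant human TDP2 / Amount: 120 nM TDP2 per well / Also added: 5 mM T5PNP chromogenic substrate / Doses: 12.8 µM single point, 1% DMSO / Incubation: 2 h at 37 °C / Detection: p-Nitrophenol epi absorbance / Evaluation: % inhibition relative to enzyme-containing and enzyme-free wells / Repeats: singlicate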
LEDGF integ inh = blockers of LEDGF/p75-dependent integrase strand transfer – biochemical, TR-FRET, high throughput, primary screen. HIV-1 integrase (with human LEDGF/p75). TR-FRET IN-LEDGF/p75 DNA integration, Eu/Cy5. inhibition, % at 3.7 µM. hit rate 0.64% among 370,000. AID 743269, 2014;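 active = inhibition above the screen-wide mean plus 3 SD, cut at about 13% in these data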;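 also: signal is the Cy5 over europium emission ratio at 671 and 618 nm; 0% = plate median of compound wells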
MBD2 inh = inhibitors of MBD2 binding to methylated DNA, primary screen, biochemical, TR-FRET, DNA-binding domain, human | MBD2 binding to methylated oligonucleotide | Methyl-CpG-binding domain protein 2 (Homo sapiens), Q9UBB5 | inhibition, % at 4.4 µM | hit rate 0.31% among 370,000; in the data active = inhibition above about 13%
Target sequence (Q9UBB5 whole entry, looked up, the tested form may be a part): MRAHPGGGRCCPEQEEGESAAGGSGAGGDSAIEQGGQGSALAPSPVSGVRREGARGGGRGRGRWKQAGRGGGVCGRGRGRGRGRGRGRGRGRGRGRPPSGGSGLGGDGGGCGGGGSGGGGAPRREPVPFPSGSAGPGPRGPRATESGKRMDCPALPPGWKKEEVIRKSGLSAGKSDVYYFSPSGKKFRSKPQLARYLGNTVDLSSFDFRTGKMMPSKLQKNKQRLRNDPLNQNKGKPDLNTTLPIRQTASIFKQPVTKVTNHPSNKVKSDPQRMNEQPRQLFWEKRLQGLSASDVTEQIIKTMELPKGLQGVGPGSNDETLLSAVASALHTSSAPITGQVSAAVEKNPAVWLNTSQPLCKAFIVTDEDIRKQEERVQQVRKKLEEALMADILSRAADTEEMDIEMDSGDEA
PRMT1 FP inh = PRMT1 methyltransferase inhibitors, primary screen, biochemical, fluorescence polarization; Protein arginine N-methyltransferase 1 (Homo sapiens), Q99873; hit rate 1.3% among 370,000; recombinant PRMT1, activity-based probe fluorescence polarization; inhibition, % at 2.79 µM; AID 652257, 2013;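 active = inhibition above about 21% made by adding two undisclosed values, limit read from the data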
UHRF1 MBD2 ctr = UHRF1 methylated DNA binding inhibitors, primary screen, counter-screen for MBD2 inhibitor project, biochemical, TR-FRET, human UHRF1, single concentration; UHRF1 binding to methylated oligo; inhibition, % at 4.4 µM; hit rate 0.75% among 370,000; in the data active = inhibition above about 21%;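 also: UHRF1 SRA domain binding a hemimethylated CpG hairpin DNA probe; 0% = median of test compound wells and 100% = reference inhibitor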
SIAE inh = human SIAE inhibitors, primary screen, biochemical, fluorescence polarization, FP-Rh probe, 1536-well HTS. SIAE FP-Rh probe binding. AID 1053197, 2014. hit rate 0.69% among 370,000. inhibition, % at 9.66 µM;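 active = inhibition above a cutoff: mean of compounds within the control limits plus 3 SD of those, cut at about 17% in these data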;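 also: 0% = plate median of compound wells and 100% = probe without SIAE protein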
Tn7 DDE FP = inhibitors of Tn7 peptide binding to fibrin DD(E), primary screen, biochemical, fluorescence polarization, human fibrin, Tn7 probe; Fibrinogen beta chain (Homo sapiens), P02675; FP displacement of FITC-Tn7 peptide from fibrin DD(E); 0% = median of compound wells per plate; inhibition, % at 8.3 µM; hit rate 0.13% among 370,000; AID 720508, 2013;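 active = inhibition above the mean of compounds falling within the control limits plus 3 SD of them, cut at about 14% in these data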;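 also: 0% = plate median of compound wells and 100% = 10 µM Aha-Tn7 peptide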
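System: human fibrin DD(E); quantity: Fibrin-DD(E) at 2 µM final; also added: fluorescent Tn7 probe at 0.1 µM; compound dosing: single nominal test concentration of 8.3 µM per compound; schedule: 10 min preincubation, 3 h with tracer, room temperature; detection: fluorescence polarization of the labelled Tn7 tracer; repeats: one replicate per compound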
* hit, by the source's call.

Screening CCOC(=O)c1ccc2nc(C)c(C)nc2c1 returned KLK7 zymogen act -0.3, TCR-CD3 inh -2, Tn6 DDE FP 0, TDP2 inh 8, LEDGF integ inh -2, MBD2 inh 2, PRMT1 FP inh 1, UHRF1 MBD2 ctr 0, SIAE inh -5 and Tn7 DDE FP 2.
Screening Cc1cc(C)cc(Nc2ccc(C(=O)O)cc2[N+](=O)[O-])c1 returned KLK7 zymogen act -0.3, TCR-CD3 inh -1, Tn6 DDE FP -3, TDP2 inh -18, LEDGF integ inh -3, MBD2 inh 4, PRMT1 FP inh 11, UHRF1 MBD2 ctr 0, SIAE inh -2 and Tn7 DDE FP -5.
For CCOC(=O)c1c(C)[nH]c(C)c1S(=O)(=O)N1CCCCC1 the results were KLK7 zymogen act -0.2, TCR-CD3 inh 1, Tn6 DDE FP 0, TDP2 inh 3, LEDGF integ inh -1, MBD2 inh -3, PRMT1 FP inh 2, UHRF1 MBD2 ctr 1, SIAE inh -6 and Tn7 DDE FP 4.
For Cc1nn(-c2ccccc2)c(C)c1C(=O)N1CCN(S(=O)(=O)c2ccccc2)CC1 the results were KLK7 zymogen act -0.4, TCR-CD3 inh -3, Tn6 DDE FP -8, TDP2 inh -9, LEDGF integ inh 1, MBD2 inh 0, PRMT1 FP inh 7, UHRF1 MBD2 ctr 4, SIAE inh 5 and Tn7 DDE FP 0.
CN(Cc1nc2ccccc2c(=O)[nH]1)C(=O)c1cc(C2CC2)nn1-c1ccccc1 was read as KLK7 zymogen act 0.0, TCR-CD3 inh -4, Tn6 DDE FP 5, TDP2 inh 3, LEDGF integ inh -2, MBD2 inh 0, PRMT1 FP inh 1, UHRF1 MBD2 ctr 0, SIAE inh 1 and Tn7 DDE FP 2.
Nc1ccc(NC(=O)c2cccc(C(=O)Nc3ccc(N)cc3Cl)c2)c(Cl)c1 was read as KLK7 zymogen act -0.3, TCR-CD3 inh 4, Tn6 DDE FP 12, TDP2 inh 11, LEDGF integ inh 1, MBD2 inh -3, PRMT1 FP inh -5, UHRF1 MBD2 ctr -3, SIAE inh -1 and Tn7 DDE FP 3.
Screening CCN(CC)S(=O)(=O)c1cc(NC(=O)CN2CCN(c3ccccn3)CC2)ccc1C returned KLK7 zymogen act -0.2, TCR-CD3 inh -8, Tn6 DDE FP 0, TDP2 inh 3, LEDGF integ inh -5, MBD2 inh 0, PRMT1 FP inh -1, UHRF1 MBD2 ctr 5, SIAE inh -5 and Tn7 DDE FP 0.
For Cc1nc2nc(C)c(CCC(=O)NC(C)c3ccc4c(c3)OCCO4)c(C)n2n1 (stereo not given) the results were KLK7 zymogen act 0.6, TCR-CD3 inh -1, Tn6 DDE FP 1, TDP2 inh -5, LEDGF integ inh 2, MBD2 inh -4, PRMT1 FP inh -2, UHRF1 MBD2 ctr -1, SIAE inh 13 and Tn7 DDE FP 7.
Cc1ccc(S(=O)(=O)N(C)Cc2ccc(C(=O)N/N=C/c3ccc(OC(F)F)cc3OC(F)F)cc2)cc1 was read as KLK7 zymogen act -1.6, TCR-CD3 inh -4, Tn6 DDE FP -5, TDP2 inh -14, LEDGF integ inh 1, MBD2 inh 0, PRMT1 FP inh 4, UHRF1 MBD2 ctr 5, SIAE inh -68 and Tn7 DDE FP 1.
C[C@H]1CN([C@@H](C)CO)C(=O)Cc2cc(NS(=O)(=O)c3cn(C)cn3)ccc2O[C@@H]1CN(C)C(=O)Nc1ccc(F)cc1 was read as KLK7 zymogen act -0.8, TCR-CD3 inh 1, Tn6 DDE FP 10, TDP2 inh 0, LEDGF integ inh -2, MBD2 inh 2, PRMT1 FP inh 2, UHRF1 MBD2 ctr 1, SIAE inh 0 and Tn7 DDE FP 5.
Screening O=C(Cc1ccc(-n2c(=O)[nH]c3ccccc3c2=O)cc1)N1CCN(c2cccc(Cl)c2)CC1 returned KLK7 zymogen act 0.3, TCR-CD3 inh 0, Tn6 DDE FP 7, TDP2 inh -11, LEDGF integ inh -2, MBD2 inh 0, PRMT1 FP inh -1, UHRF1 MBD2 ctr -1, SIAE inh -4 and Tn7 DDE FP 3.
Screening CCC(c1nnnn1CCOC)N(Cc1ccc(C)cc1)Cc1cc2cc(OC)ccc2[nH]c1=O (stereo not given) returned KLK7 zymogen act 6.6, TCR-CD3 inh 4, Tn6 DDE FP 3, TDP2 inh 0, LEDGF integ inh -5, MBD2 inh 3, PRMT1 FP inh 7, UHRF1 MBD2 ctr -2, SIAE inh -4 and Tn7 DDE FP -2.
COc1ccc(Cn2c(=O)[nH]c3cc(C(=O)N4CCN(c5ccccn5)CC4)ccc3c2=O)cc1 was read as KLK7 zymogen act -0.1, TCR-CD3 inh 2, Tn6 DDE FP 3, TDP2 inh 7, LEDGF integ inh 2, MBD2 inh -3, PRMT1 FP inh 2, UHRF1 MBD2 ctr 2, SIAE inh -2 and Tn7 DDE FP 4.
For Cc1ccccc1NC(=O)Cn1c(C)nc2ccc(NC(=O)C3CC3)cc2c1=O the results were KLK7 zymogen act 0.0, TCR-CD3 inh 4, Tn6 DDE FP 9, TDP2 inh 1, LEDGF integ inh 0, MBD2 inh 1, PRMT1 FP inh 0, UHRF1 MBD2 ctr -3, SIAE inh -4 and Tn7 DDE FP -1.
`CCc1nc2c(OCc3ccc(C(F)(F)F)cc3)cccn2c1N(C)C(=O)c1ccncc1` gave KLK7 zymogen act 0.4, TCR-CD3 inh -2, Tn6 DDE FP -11, TDP2 inh 3, LEDGF integ inh 0, MBD2 inh 0, PRMT1 FP inh 1, UHRF1 MBD2 ctr 2, SIAE inh -1 and Tn7 DDE FP -2.

Overlap with the part before: 2 entries, followed by the next part.
For Cc1ccccc1NC(=O)Cn1c(C)nc2ccc(NC(=O)C3CC3)cc2c1=O the results were KLK7 zymogen act 0.0, TCR-CD3 inh 4, Tn6 DDE FP 9, TDP2 inh 1, LEDGF integ inh 0, MBD2 inh 1, PRMT1 FP inh 0, UHRF1 MBD2 ctr -3, SIAE inh -4 and Tn7 DDE FP -1.
`CCc1nc2c(OCc3ccc(C(F)(F)F)cc3)cccn2c1N(C)C(=O)c1ccncc1` gave KLK7 zymogen act 0.4, TCR-CD3 inh -2, Tn6 DDE FP -11, TDP2 inh 3, LEDGF integ inh 0, MBD2 inh 0, PRMT1 FP inh 1, UHRF1 MBD2 ctr 2, SIAE inh -1 and Tn7 DDE FP -2.
For CC(Nc1ccc(Cl)cc1)C(=O)NN (stereo not given) the results were KLK7 zymogen act 0.2, TCR-CD3 inh -2, Tn6 DDE FP 2, TDP2 inh 5, LEDGF integ inh -5, MBD2 inh 10, PRMT1 FP inh 5, UHRF1 MBD2 ctr 3, SIAE inh -1 and Tn7 DDE FP -3.
For COC(=O)C1=C(C(=O)OC)[C@]2([C@H]3CC=CCN[C@@H](Cc4ccccc4)C(=O)N3Cc3ccccc3)C=C[C@H]1O2 the results were KLK7 zymogen act 0.6, TCR-CD3 inh 3, Tn6 DDE FP -5, TDP2 inh -5, LEDGF integ inh 0, MBD2 inh -2, PRMT1 FP inh -1, UHRF1 MBD2 ctr 1, SIAE inh -4 and Tn7 DDE FP -1.
`O=C(NCCc1ccccc1Cl)C1CCC(=O)N(CCCc2ccccc2)C1` (stereo not given) gave KLK7 zymogen act 0.3, TCR-CD3 inh 7, Tn6 DDE FP 4, TDP2 inh 12, LEDGF integ inh 2, MBD2 inh 1, PRMT1 FP inh 1, UHRF1 MBD2 ctr 0, SIAE inh 2 and Tn7 DDE FP -10.
CCN(CC)c1ncnc2c1ncn2Cc1c(Cl)cccc1Cl was read as KLK7 zymogen act -0.7, TCR-CD3 inh 5, Tn6 DDE FP 5, TDP2 inh 0, LEDGF integ inh 0, MBD2 inh -4, PRMT1 FP inh 0, UHRF1 MBD2 ctr -1, SIAE inh 4 and Tn7 DDE FP -12.
`O=C(CSCc1ccccc1)Nc1ccc2c(c1)C(=O)NC2=O` gave KLK7 zymogen act -8.2, TCR-CD3 inh 4, Tn6 DDE FP 4, TDP2 inh -1, LEDGF integ inh 2, MBD2 inh 5, PRMT1 FP inh 4, UHRF1 MBD2 ctr -3, SIAE inh 5 and Tn7 DDE FP -6.
For O=C(Cn1c(C(=O)O)cc2ccccc21)c1ccccc1 the results were KLK7 zymogen act -0.6, TCR-CD3 inh -8, Tn6 DDE FP 3, TDP2 inh 2, LEDGF integ inh 5, MBD2 inh -2, PRMT1 FP inh 0, UHRF1 MBD2 ctr 4, SIAE inh -1 and Tn7 DDE FP -3.
For COc1ccccc1CNc1cc(C)ccn1 the results were KLK7 zymogen act 0.4, TCR-CD3 inh 2, Tn6 DDE FP -11, TDP2 inh 20, LEDGF integ inh 3, MBD2 inh -6, PRMT1 FP inh 5, UHRF1 MBD2 ctr 3, SIAE inh 0 and Tn7 DDE FP -2.
`O=C(NN1CCCCC1)c1cccc2ccccc12` gave KLK7 zymogen act 0.2, TCR-CD3 inh -4, Tn6 DDE FP 0, TDP2 inh 2, LEDGF integ inh 4, MBD2 inh -2, PRMT1 FP inh -2, UHRF1 MBD2 ctr -1, SIAE inh -1 and Tn7 DDE FP 4.
Screening CN=c1nc(-c2ccccc2)n(-c2ccccc2)s1 returned KLK7 zymogen act -0.1, TCR-CD3 inh 6, Tn6 DDE FP -1, TDP2 inh 9, LEDGF integ inh -2, MBD2 inh 0, PRMT1 FP inh -1, UHRF1 MBD2 ctr -1, SIAE inh -2 and Tn7 DDE FP -2.
O=C(Nc1ccc2nc(-c3ccccc3)oc2c1)c1ccco1 was read as KLK7 zymogen act 1.4, TCR-CD3 inh 7, Tn6 DDE FP 4, TDP2 inh -4, LEDGF integ inh 2, MBD2 inh 3, PRMT1 FP inh -2, UHRF1 MBD2 ctr 1, SIAE inh -9 and Tn7 DDE FP -5.
Screening COc1ccc(N(CN2C(=O)c3ccccc3C2=O)C(=O)C(C)C)cc1 returned KLK7 zymogen act 0.3, TCR-CD3 inh -3, Tn6 DDE FP -1, TDP2 inh -3, LEDGF integ inh -5, MBD2 inh -2, PRMT1 FP inh 1, UHRF1 MBD2 ctr 0, SIAE inh 3 and Tn7 DDE FP -4.
Screening O=[N+]([O-])c1ccc(-c2nc(Cl)c3c(n2)CCCC3)o1 returned KLK7 zymogen act -0.1, TCR-CD3 inh 9, Tn6 DDE FP -1, TDP2 inh -7, LEDGF integ inh -3, MBD2 inh -10, PRMT1 FP inh 0, UHRF1 MBD2 ctr -5, SIAE inh 0 and Tn7 DDE FP 2.

No enrichment for hits; overall some 4.6% were active at least once.
